Compound activity (PubChem)
MITF inh: inhibitors of human MITF | O75030 | AlphaScreen MITF homodimerization, bead proximity signal | inhibition, % at 2.6 µM | hit rate 0.91% among 650,000 | AID 1259374; in the data active = inhibition above about 50%;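 also: 0% = vehicle wells with protein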
Target sequence (O75030 whole entry, looked up): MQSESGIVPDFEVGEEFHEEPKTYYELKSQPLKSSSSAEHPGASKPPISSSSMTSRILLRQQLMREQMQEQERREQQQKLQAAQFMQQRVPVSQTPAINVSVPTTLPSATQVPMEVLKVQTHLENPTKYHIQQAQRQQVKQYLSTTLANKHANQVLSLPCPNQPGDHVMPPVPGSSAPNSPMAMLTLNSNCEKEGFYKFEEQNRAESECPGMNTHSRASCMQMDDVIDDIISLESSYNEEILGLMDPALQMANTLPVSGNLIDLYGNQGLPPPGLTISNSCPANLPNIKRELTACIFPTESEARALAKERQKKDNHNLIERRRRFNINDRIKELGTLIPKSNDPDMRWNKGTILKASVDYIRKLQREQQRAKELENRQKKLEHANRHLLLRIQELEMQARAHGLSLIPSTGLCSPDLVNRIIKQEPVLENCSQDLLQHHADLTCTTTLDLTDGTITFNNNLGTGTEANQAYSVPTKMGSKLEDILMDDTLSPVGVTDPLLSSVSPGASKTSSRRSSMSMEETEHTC
FBW7 activator: activators of human E3 ligase FBW7. AlphaScreen FBW7–phospho-cyclin E peptide binding, activator screen. normalized activity (activation), % at 26.1 µM. hit rate 0.13% among 650,000; in the data active = normalized activity above about 1.9%;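 also: purified mutant Fbw7 with reduced substrate affinity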
TEAD-YAP block: TEAD-YAP interaction inhibition. HEK-TIYL cells, TEAD-Gal4/YAP UAS-luciferase luminescence. inhibition, % at 9.12 µM. hit rate 1.4% among 640,000; in the data active = inhibition above about 32%;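 also: 0% = median of test compound wells and 100% = reference inhibitor wells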
GPR151 ag: human GPR151 activation. activation, % at 11.2 µM. Q8TDV0. PathHunter beta-arrestin GPR151 cells, luminescence. hit rate 1% among 650,000; in the data active = activation above about 4.9%;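 also: 0% = median of compound wells and 100% = cells with positive control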
Target sequence (Q8TDV0 whole entry, looked up): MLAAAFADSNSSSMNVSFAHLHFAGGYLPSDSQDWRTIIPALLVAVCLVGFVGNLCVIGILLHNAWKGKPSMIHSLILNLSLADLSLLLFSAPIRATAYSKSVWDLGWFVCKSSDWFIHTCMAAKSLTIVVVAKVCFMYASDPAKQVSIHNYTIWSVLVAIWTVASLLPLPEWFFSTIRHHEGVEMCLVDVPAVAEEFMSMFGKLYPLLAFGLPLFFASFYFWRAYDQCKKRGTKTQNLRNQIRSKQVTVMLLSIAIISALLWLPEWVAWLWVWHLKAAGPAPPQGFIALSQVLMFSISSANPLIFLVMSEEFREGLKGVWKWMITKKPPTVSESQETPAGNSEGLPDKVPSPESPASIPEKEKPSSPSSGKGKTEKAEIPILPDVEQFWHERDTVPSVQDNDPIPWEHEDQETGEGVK
* = called active by the depositor.

SMILES	MITF inh	FBW7 activator	TEAD-YAP block	GPR151 ag
O=C(NCCc1ccccn1)C1CC12CCN(Cc1ccc3c(c1)CCO3)CC2 (stereo unspecified)	-7	-0.1	-5	0.1
O=C(Nc1ccc2[nH]ncc2c1)[C@H]1C[C@@H](O)CN1C(=O)Nc1ccccc1	3	0.1	-9	2.5
Cn1cnnc1-c1ccc(Nc2nccc(-c3cncc(N4CCOCC4)c3)n2)cc1	27	1.3	33*	-0.3
CCCCNC(=O)c1sc2ncnc(N3CCN(c4ccccc4F)CC3)c2c1C	19	0.2	2	-1.0
CN(Cc1nccs1)c1nc2nonc2nc1NCc1ccccc1	8	-0.1	-2	2.0
Nc1ccc(C(=O)OCC(=O)N(CCc2ccccc2)Cc2ccccc2)cc1	2	0.7	8	-0.6
O=C(c1ccc2c(=O)n(CC3CCCO3)c(=S)[nH]c2c1)N1CCOCC1 (stereo unspecified)	-9	-0.1	-3	-0.6
O=C(/C=C/Nc1ccc(Br)cc1Cl)c1ccco1	11	-0.2	94*	-4.0
CCOc1ccc(/C=C2/SC(=S)N(C3CCS(=O)(=O)C3)C2=O)cc1OC (stereo unspecified)	-14	-0.6	0	-0.3
O=C(N=Nc1c(O)[nH]c2ccc([N+](=O)[O-])cc12)C1C(=O)NCC1c1ccccc1 (stereo unspecified)	17	1.5	5	-0.4
CCOC(=O)Cn1c(O)c(N=NC(=O)c2cccnc2)c2ccccc21	9	-0.1	-5	0.4
CCCN1C(=O)c2ccc(Br)cc2C1=O	-7	-0.1	-2	0.0
c1ccc(-c2cn3c4ccccc4n(CCN4CCOCC4)c3n2)cc1	3	0.3	3	0.3
Cc1ncsc1CCNC(=O)Cn1nnnc1CN1C[C@@H](C)O[C@@H](C)C1	-8	-0.1	2	-0.8
CCNc1nc(C)cc(NCc2ccccc2)n1	5	-0.1	-7	0.7
CCOC(=O)N1CCN(C(=O)CCCn2c(=S)[nH]c3ccsc3c2=O)CC1	6	0.0	6	0.0
CCCCOCCCNC(=O)c1ccccc1Cl	13	0.1	2	1.3
CCc1cccc(NS(=O)(=O)c2ccccc2[N+](=O)[O-])c1	5	0.0	-3	3.2
COC(=O)c1c(N2C(N)=C(C#N)C(c3ccc(Br)s3)C3=C2CC(C)(C)CC3=O)sc2c1CCCCC2 (stereo unspecified)	-4	0.0	-8	-1.1
CCc1ccc(C2=CC(c3ccc(Br)cc3)n3nnnc3N2)cc1 (stereo unspecified)	3	0.0	4	0.4
CC(C)n1c(=O)n(Cc2ccncc2)c2cccnc21	6	0.4	2	0.0
Cc1sc(NC(=O)c2ccc(N3CCCCC3)c([N+](=O)[O-])c2)c(C#N)c1C	13	-0.1	-2	13*
CC(=O)NC(CCS(C)(=O)=O)C(=O)Nc1ccc(Br)cc1F (stereo unspecified)	-9	-0.1	8	0.8
CCC1CN(CC(=O)N[C@H]2CCCCNC2=O)Cc2cc(OC)ccc2O1 (stereo partly specified)	12	0.0	3	0.4
COC(=O)C1=C(C(=O)OC)SC(=C2C(=S)C(C)(C)N(C(=O)CSc3nc4ccccc4s3)c3ccc(C)cc32)S1	19	-0.1	2	0.2
COc1ccc(OC)c(N2C(N)=C(C#N)C(c3ccc(OC)c(O)c3)C3=C2CC(C)(C)CC3=O)c1 (stereo unspecified)	11	0.2	6	0.9
CC1CCC(NC(=O)C2C3C=CC(C3)C2c2nc3ccccc3c(=O)[nH]2)CC1 (stereo unspecified)	16	0.1	-7	-1.2
COc1cccc(CNC(=O)c2ccc3c(c2)NC(=O)CS3)c1	0	-0.1	-12	1.0
CCCCNC(=O)CCn1c(=O)c2ccccc2n(Cc2ccccc2F)c1=O	9	0.2	2	-0.4
C/C(=N\NC(=O)c1ccc(Br)cc1)c1ccco1	6	0.2	3	3.2
O=C(Nc1nnc(COc2ccc(Cl)cc2Cl)s1)c1ccco1	37	0.0	-5	0.1
CCCOC(=O)c1ccc2c(c1)C(=O)N(c1ccc(OC)cc1)C2=O	13	0.0	5	1.2
Cc1cc(C)c2c(c1)C1(C(=O)N2)C(C#N)=C(N)Oc2n[nH]c(-c3ccccc3)c21 (stereo unspecified)	12	0.7	-3	-2.1
CCN(CC)c1nc(NCc2nc3ccccc3[nH]2)nc(NC2CCC(O)CC2)n1 (stereo unspecified)	12	0.2	-21	-1.8
COc1cc(/C=C2\C(=O)NC(=O)N(c3ccccc3)C2=O)cc(Br)c1O	21	0.2	5	4.3
COc1ccc(-n2nc(N)c(C(N)=O)n2)cc1	-1	0.1	-23	-1.4
CC(C)(C)c1ccc(C2SCC(=O)N2c2ccc(F)cc2)cc1 (stereo unspecified)	1	-0.1	-11	2.8
CCC1(CC)N([O-])C(C)=C(c2ccccc2)[N+]1=O	-10	-0.1	6	-1.7
O=C(NC(=S)Nc1ccc2oc(-c3ccccc3Cl)nc2c1)c1ccco1	0	0.0	-35	-1.1
OCCN1CCN(c2cc(-c3ccccc3F)nc(-c3ccccc3)n2)CC1	53*	-0.3	7	1.0
Cn1c(C(=O)O)c(CC(=O)Nc2cccc(C(F)(F)F)c2)c2ccccc21	9	0.0	11	-0.3
Oc1cccc(C=Nc2ccccc2N2CCOCC2)c1	6	-0.1	-1	-0.1
O=C(Nc1ccccc1F)N1CCCC1c1n[nH]c(Cc2ccc(F)cc2)n1 (stereo unspecified)	9	0.0	1	0.7
CNC(=O)c1cc2ccccc2oc1=Nc1ccccc1	18	0.0	-13	-0.5
COc1ccc(-c2nnc3ccc(SCc4ccccc4F)nn23)cc1OC	-5	0.0	-23	0.3
Cc1ccc(C2=NC(c3ccncc3)NC(c3ccccc3O)C2)cc1 (stereo unspecified)	-12	0.5	-48	-0.9
Cc1cc([N+](=O)[O-])c(NCCC(=O)O)c([N+](=O)[O-])c1	11	0.2	16	0.2
O=C(NNC(=O)c1ccccc1[N+](=O)[O-])c1ccc(F)cc1	8	0.2	-18	0.3
COc1ccc([N+](=O)[O-])cc1N(CC(=O)Nc1c(C)cccc1C(C)C)S(C)(=O)=O	-3	0.0	3	-0.7
COc1cccc(COC2CC(C)SC3C=CC(Cl)=CC23)c1 (stereo unspecified)	8	0.3	2	2.6

Brought forward from above: two entries, followed by the next part.
SMILES	MITF inh	FBW7 activator	TEAD-YAP block	GPR151 ag
COc1ccc([N+](=O)[O-])cc1N(CC(=O)Nc1c(C)cccc1C(C)C)S(C)(=O)=O	-3	0.0	3	-0.7
COc1cccc(COC2CC(C)SC3C=CC(Cl)=CC23)c1 (stereo unspecified)	8	0.3	2	2.6
Nc1c(Cl)nsc1Br	9	0.2	8	1.1
C=CCOC(=O)/C(=C\c1ccc([N+](=O)[O-])cc1)NC(=O)c1ccccc1OC	7	0.0	20	0.9
COc1ccc(Cn2nnnc2C(c2ccc(Cl)cc2)N2CCC(C(N)=O)CC2)cc1 (stereo unspecified)	1	0.4	-9	2.7
CCCCc1c(C)c(C#N)c2nc3ccccc3n2c1N1CCN(CCOc2ccc(C)cc2)CC1	10	0.1	1	-0.1
COc1ccc(-c2cccc(C(=O)NCCN3CCOCC3)c2)cc1	3	0.1	-12	0.5
Nc1scc[n+]1CC(=O)c1ccc(Cl)c(Cl)c1	5	0.1	-52	-1.3
COc1ccc(CNn2c(C)nc3ccccc3c2=O)cc1	9	0.0	-7	0.5
CCc1cccc(N=C2c3ccc([N+](=O)[O-])cc3C(=O)C2C(C)=O)c1 (stereo unspecified)	-6	0.0	5	2.6
CC(=O)N1C(c2ccccc2O)C[C@]2(C)CC(=O)NC12 (stereo partly specified)	-2	0.4	1	1.6
O=C(O)COc1ccc(Br)cc1/C=C1/NC(=O)NC1=O	-1	0.0	9	1.2
CN(c1ccccc1)S(=O)(=O)c1cccc(C#N)c1	-2	0.2	-3	0.0
Cn1ccnc1SCC(=O)c1ccc(Cl)cc1	3	0.1	-32	-4.9
CCOC(=O)CNC(=O)CN1CCC(c2nnc(C(C)C)o2)CC1	3	0.0	18	-1.0
COC(=O)c1c(NC(=O)/C=C/c2ccc(F)cc2)sc2c1CCCC2	9	0.1	-5	-0.5
CC(C(=O)NCCC1=CCCCC1)n1c(=O)c2cccn2c2cccnc21 (stereo unspecified)	12	0.5	14	0.6
CN1CCN(c2ccc(NC(=O)c3ccc(C#N)cc3F)cc2)CC1	18	0.6	-7	2.1
Cc1ccccc1CSCC1Nc2ccc(C(=O)N3CCN(c4ccccc4F)CC3)cc2NC1=O (stereo unspecified)	-10	0.0	-3	-1.5
CCNC(=O)c1cc2c(=O)n3ccccc3nc2n(Cc2cccnc2)c1=N	13	0.1	-9	-0.4
Cc1cc(Br)ccc1NC(=O)c1nc(-c2ccncc2)no1	0	0.1	-2	-2.3
CCc1nn(CC(=O)N2CCc3ccccc32)c(=O)c2cc3sccc3n12	-18	-0.2	-5	-0.2
CCCCOc1ccc(S(=O)(=O)n2nc(C)cc2C)cc1	2	0.5	5	0.1
COC(=O)C1=C(C)N(Cc2ccco2)C(=O)/C1=C\c1ccc(Cl)c(Cl)c1	5	-0.1	-1	0.8
O=C(O)c1cccnc1Sc1ccc(S(=O)(=O)N2CCOCC2)cc1[N+](=O)[O-]	7	-0.1	0	1.3
COc1ccc(S(=O)(=O)Nc2ccccc2NS(=O)(=O)c2ccc(OC)cc2)cc1	1	-0.1	17	0.0
CCOC(=O)c1cc(-c2ccccc2)sc1NC(=O)CSc1nccn1C	23	-0.2	11	-0.4
COc1cccc(CN2CCCC(c3nc4ccc(-c5ccncc5)cc4[nH]3)C2)c1 (stereo unspecified)	9	-0.4	-5	0.4
CCOC(=O)CCCNC(=O)CCNC(=O)c1ccc(OC(C)C)cc1	4	0.1	6	-0.1
CCCCn1c(SCCC)nc2sc3c(c2c1=O)CCC3	3	0.0	1	-1.4
CCOC(=O)c1sc2nc(SCC(=O)c3ccc(Cl)cc3)n(Cc3ccccc3Cl)c(=O)c2c1C	16	1.1	5	-0.9
O=C(Oc1ccccc1[N+](=O)[O-])N1CCOCC1	0	-0.1	-12	0.5
O=C(CCN1C(=O)C2C3C=CC(C4CC34)C2C1=O)Oc1ccc2ccccc2c1 (stereo unspecified)	2	-0.1	1	1.4
Cc1ccc2c(c1)C(O)(CC(=O)c1cccc(Br)c1)C(=O)N2 (stereo unspecified)	-3	-0.1	-4	0.1
Cc1cc2nc3s/c(=C/c4cn(Cc5ccccc5)c5ccccc45)c(=O)n3c2cc1C	-14	0.1	-4	-1.1
Cc1cccc(-n2nc3c(c2NC(=O)/C=C\c2ccccc2)CSC3)c1C	8	0.0	9	0.3
CCOC(=O)C1CCN(S(=O)(=O)c2ccc(CC)cc2)CC1	-11	0.0	4	0.7
O=C(CSc1nc2[nH]ncc2c(=O)[nH]1)c1ccccc1	12	0.0	-4	2.3
O=C(NCCO)/C(=C\c1cccc(Br)c1)NC(=O)c1ccccc1	11	0.5	0	-0.7
NC(=O)C1CCN(C(=O)CN(c2ccccc2)S(=O)(=O)c2ccccc2[N+](=O)[O-])CC1	17	0.3	9	0.0
c1ccc(OCc2nn3c(-c4ccccc4)nnc3s2)cc1	-3	0.0	-7	0.3
Cc1ccc(S(=O)(=O)C2(C(=O)N3CCN(Cc4ccc5c(c4)OCO5)CC3)CC2)cc1	-2	-0.1	1	0.2
CCOC(=O)c1c(NC(=O)CSc2nnc(CNC(=O)c3ccc(OC)c(OC)c3)n2-c2ccc(F)cc2)sc2c1CCCC2	1	-0.2	5	2.1
O=C(OCC(=O)N1CCN(C(=O)c2ccco2)CC1)c1ccc(O)cc1	0	-0.1	3	-1.9
O=C(NCC1CCCO1)c1cnn2c(C(F)F)cc(C3CC3)nc12 (stereo unspecified)	-15	-0.2	-17	-0.7
COC(=O)C1=CN(C(C(=O)OC)c2ccccc2)C=C(C(=O)OC)C1c1ccc(Cl)cc1 (stereo unspecified)	-6	0.0	-4	3.0
O=C(Nc1nnc(CSCc2ccccc2F)s1)C1CCCCC1	-9	0.0	-3	0.2
O=S(=O)(c1ccccc1)N1N=C(c2ccc(Br)cc2)CC1c1ccc(Br)cc1 (stereo unspecified)	23	0.2	4	-1.4
CCOc1cc(/C=C(/C#N)C(=O)Nc2ccc(O)cc2)ccc1O	-12	0.0	50*	0.7

Of the compounds above, these have two or more sulfur atoms:
SMILES	MITF inh	FBW7 activator	TEAD-YAP block	GPR151 ag
CCOc1ccc(/C=C2/SC(=S)N(C3CCS(=O)(=O)C3)C2=O)cc1OC (stereo unspecified)	-14	-0.6	0	-0.3
CCOC(=O)N1CCN(C(=O)CCCn2c(=S)[nH]c3ccsc3c2=O)CC1	6	0.0	6	0.0
COC(=O)c1c(N2C(N)=C(C#N)C(c3ccc(Br)s3)C3=C2CC(C)(C)CC3=O)sc2c1CCCCC2 (stereo unspecified)	-4	0.0	-8	-1.1
COC(=O)C1=C(C(=O)OC)SC(=C2C(=S)C(C)(C)N(C(=O)CSc3nc4ccccc4s3)c3ccc(C)cc32)S1	19	-0.1	2	0.2
O=C(O)c1cccnc1Sc1ccc(S(=O)(=O)N2CCOCC2)cc1[N+](=O)[O-]	7	-0.1	0	1.3
COc1ccc(S(=O)(=O)Nc2ccccc2NS(=O)(=O)c2ccc(OC)cc2)cc1	1	-0.1	17	0.0
CCOC(=O)c1cc(-c2ccccc2)sc1NC(=O)CSc1nccn1C	23	-0.2	11	-0.4
CCCCn1c(SCCC)nc2sc3c(c2c1=O)CCC3	3	0.0	1	-1.4
CCOC(=O)c1sc2nc(SCC(=O)c3ccc(Cl)cc3)n(Cc3ccccc3Cl)c(=O)c2c1C	16	1.1	5	-0.9
CCOC(=O)c1c(NC(=O)CSc2nnc(CNC(=O)c3ccc(OC)c(OC)c3)n2-c2ccc(F)cc2)sc2c1CCCC2	1	-0.2	5	2.1
O=C(Nc1nnc(CSCc2ccccc2F)s1)C1CCCCC1	-9	0.0	-3	0.2
